From PubChem
aSyn rescue = qHTS of alpha-syn Inhibitors; Yeast expressing alpha-synuclein, growth rescue, BacTiter-Glo, 24 h; Potency, µM (series often up to 46.1 µM), for the others: at the top dose growth rescue (activation), hits mostly activators; 370,000 compounds, 0.14% hits; AID 652106, 2013; also: % of control where 0% means no effect; nearly all actives have a fitted effect of over 65% in size
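Rescue of yeast growth: cells expressing toxic alpha-synuclein, induced in galactose at OD600 0.02, incubated with compound 24 h at 30 C. ATP luminescence quantified growth; inhibitors of toxicity appear as activators.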
GLP1R ag = qHTS of GLP-1 Receptor Agonists; HEK293 GLP-1R CRE-luciferase, luminescence, 4-6 h; cells express a hypersensitive GLP-1R form; Glucagon-like peptide 1 receptor (Homo sapiens), P43220; 380,000 compounds, 0.007% hits; Potency, µM (series often up to 45.6 µM), for the others: top-dose activation, most hits filed as activators; also: % of control where 0% means no effect
Target sequence (P43220 whole entry, looked up): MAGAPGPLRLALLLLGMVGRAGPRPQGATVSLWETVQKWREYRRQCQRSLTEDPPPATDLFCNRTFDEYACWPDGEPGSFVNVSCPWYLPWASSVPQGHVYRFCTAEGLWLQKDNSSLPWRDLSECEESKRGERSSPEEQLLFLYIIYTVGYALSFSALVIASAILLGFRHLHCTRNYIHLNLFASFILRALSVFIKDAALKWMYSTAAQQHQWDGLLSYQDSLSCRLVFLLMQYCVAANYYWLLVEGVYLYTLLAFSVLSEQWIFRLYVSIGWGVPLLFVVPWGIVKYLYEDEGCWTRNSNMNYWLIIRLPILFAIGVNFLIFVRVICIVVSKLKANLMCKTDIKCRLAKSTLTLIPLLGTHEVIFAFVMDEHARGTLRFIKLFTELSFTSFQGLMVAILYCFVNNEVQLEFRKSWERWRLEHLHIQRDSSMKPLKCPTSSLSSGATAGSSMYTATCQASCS
* = called active by the depositor; ? = inconclusive; / = no result given; & = joins results of further samples; [ ] = dose if it differs, or a comment. Calls follow the shape of the dose curve; as a rule, active = well fitted activation curve with a large enough effect; inconclusive = small, poorly fitted or top-dose-only effect; inactive = no such curve, though single readings can be large or run the other way. Potency is read from the fitted curve at half-maximal effect.

SMILES | aSyn rescue | GLP1R ag
O=S(=O)(c1ccc2c(c1)CCCC2)N1CCN(c2nc(-c3ccccc3)nc3ccccc23)CC1 | 1% | /
CC(C)(C)c1ccc(/C=C/C(=O)Nc2ccc3c(c2)OCCO3)cc1 | -44%[inhibitor] | /
S=c1[nH]c(=S)c2n[nH]nc2[nH]1 | 7% | /
COc1cccc2cc(C(=O)N(Cc3cccs3)Cc3cccs3)c(=O)oc12 | 4% | /
COc1ccc(-c2ccc(=N)n(CCCC(=O)O)n2)cc1 | 16% | /
Cc1cc(SCC(=O)c2ccc(Br)cc2)cc(C)[o+]1 | 3% | /
COc1ccc2c(c1)CCC1C2CC[C@@]2(C)C1CC[C@@H]2NCCCCCCN1C(=O)CCC1=O (stereo partly specified) | 7% | /
c1ccc2c(c1)ccn2-n1ccc2ccccc21 | ? | /
CN(C)c1ccc(/C=C/c2ccnc3ccccc23)cc1Br | 18% | /
Nc1nc(N)c2snnc2n1 | 3% | /
Nc1ccc2cccnc2c1 | 1% | /
COc1ccc(-c2nc3c(=O)n(C)c(=O)nc-3n(C)n2)cc1 | -85%[inhibitor] | /
CCn1c(SCC(=O)NCc2ccco2)nnc1-c1cccc(N(C)C)c1 | 4% | /
COc1ccc(/C=C/c2cc[n+](C)c3ccccc23)cc1OC | -2% | /
CN(C)c1ccc(/C=C/c2cc(=O)[nH]c3ccccc23)cc1 | 3% | /

The final 2 records of the section above open the next one.
SMILES | aSyn rescue | GLP1R ag
COc1ccc(/C=C/c2cc[n+](C)c3ccccc23)cc1OC | -2% | /
CN(C)c1ccc(/C=C/c2cc(=O)[nH]c3ccccc23)cc1 | 3% | /
CC1CCN(c2oc(-c3ccc(OCc4ccccc4Cl)cc3)nc2C#N)CC1 | -1% | /
O=C(C[n+]1cccc2cccc(O)c21)c1ccc2ccccc2c1 | 0% | /
CCCN1CNc2c(c(=O)[nH]c(=S)n2CCc2ccc(C)c(C)c2)C1 | -12% | /
CCc1ccc(OCc2ccccc2C(=O)Nc2ccc3nc(C)cc(N)c3c2)cc1 | -18% | /
COc1ccc(C(NC(C)=O)c2ccc3cccnc3c2O)cc1OC (stereo unspecified) | -10% | /
COc1cc(N(C)C)ccc1/C=C/c1ccnc2ccccc12 | -24% | /
CCOC(=O)c1cc(OCc2csc(-c3ccccc3)n2)cc(C(=O)OCC)c1 | 11% | /
Cc1ccccc1NC(=O)c1nc(S(=O)(=O)Cc2ccccc2F)ncc1Cl | -24% | /
Cn1ccnc1 | 4% | /
COC(=O)c1ccc(NC(=O)c2nc(S(=O)(=O)Cc3ccccc3F)ncc2Cl)cc1 | ? | /
COc1ccc(/C=C/c2cnccn2)cc1OC | 3% | /
C(=Nc1cccnc1)c1ccc2ccccc2n1 | 1% | /
O=C(NNc1ccccc1F)c1cccs1 | 4% | /
CN(C)c1ccc(/C=C/c2ccc3cc(N)ccc3n2)cc1 | 0% | /
NC(N)=N[C@@H](CCC(=O)O)C(=O)O | -2% | /
O=[N+]([O-])c1ccccc1S(=O)(=O)N1CCN(c2nc(-c3cccs3)nc3ccccc23)CC1 | -4% | /
CCc1ccc(NC(=O)CSc2nnc(-c3ccccc3)n2CC)cc1 | 12% | /
CC12C(=O)OC(=O)C1(C)C1CCC2O1 (stereo unspecified) | -64%[inhibitor] | /
CCCN1CNc2c(c(=O)[nH]c(=S)n2CCc2ccsc2)C1 | -1% | /
Clc1ccc(/C=C/c2ccnc3ccccc23)cc1 | -7% | /
O=C(NCCc1nc2ccccc2n1CCOc1ccc(Cl)cc1)C1CCCCC1 | 13% | /
Cc1ccc(S(=O)(=O)N2CCC(c3nc(-c4cccs4)nc4ccccc34)CC2)cc1 | -5% | /
O=C(NNc1c(Cl)cccc1Cl)c1sc2ccccc2c1Cl | -7% | /
CC[N+](CC)(CC)c1ccc(/C=C/c2ccc3ccccc3n2)cc1 | -67%[inhibitor] | /
CN(C)c1ccc(/C=C/c2ccc3cc(F)ccc3n2)cc1 | -17% | /
CNc1ccc(/C=C/c2ccnc3ccccc23)cc1 | -8% | /
O=C(OCCF)N1CCN(/[N+]([O-])=N/Oc2ccc([N+](=O)[O-])cc2[N+](=O)[O-])CC1 | -49%[inhibitor] | /
COc1ccc(N=c2nc(-c3ccccc3)n(-c3ccc(C)cc3)s2)cc1 | -26% | /
Oc1cccc2ccc[n+](CC(O)CBr)c12 (stereo unspecified) | -4% | /
C=C1C[C@@]23CC[C@H]4[C@@](C)(CCC[C@@]4(C)C(=O)OC4OC(CO)C(O)C(O)C4O)[C@@H]2CC[C@]1(OC1OC(CO)C(O)C(O)C1OC1OC(CO)C(O)C(O)C1O)C3 (stereo partly specified) | 3% | /
COc1ccc(CCn2c3c(c(=O)[nH]c2=S)CN(c2ccccc2)CN3)cc1OC | 1% | /
CC(=O)Nc1ccc(/C=C/c2ccncc2)cc1 | 4% | /
Nc1nc2c(nc(N3CCOCC3)n2COCCO)c(=O)[nH]1 | 0% | /
CC(=O)Nc1ccccc1NS(=O)(=O)c1ccccc1NO | 12% | /
Cc1ccc(NC(=O)c2nc(S(=O)(=O)Cc3ccccc3F)ncc2Cl)cc1C | -1% | /
CC(=O)C[n+]1cccc2cc(Cl)ccc21 | 7% | /
C(=C\c1c[nH]c2ccccc12)/c1ccc2ccccc2n1 | 12% | /
Clc1ccc(CNc2ncnc3nc[nH]c23)cc1 | 1%&0% | /
O=C1c2cc(S(=O)(=O)N3CCOCC3)ccc2-c2ccc(S(=O)(=O)N3CCOCC3)cc21 | -8% | /
O=S(=O)(c1ccc(F)cc1)N1CCN(c2nc(-c3cccs3)nc3ccccc23)CC1 | -6%&-1% | /
NC1C(N)C(N)C1N (stereo unspecified) | 2% | /
O=C(CNC(=O)c1ccccc1)OCC(=O)c1ccc2ccccc2c1 | 1% | /
Clc1nc(NCc2ccco2)c2[nH]cnc2n1 | -3% | /
CN(C)c1ccc(/C=C2\C(=O)/C(=C/c3ccc(N(C)C)cc3)c3ccccc32)cc1 | -16% | /
CC(=O)c1ccsc1B(O)O | -1% | /

30 consecutive compounds from above, quoted:
SMILES | aSyn rescue | GLP1R ag
O=C(NNc1ccccc1F)c1cccs1 | 4% | /
CN(C)c1ccc(/C=C/c2ccc3cc(N)ccc3n2)cc1 | 0% | /
NC(N)=N[C@@H](CCC(=O)O)C(=O)O | -2% | /
O=[N+]([O-])c1ccccc1S(=O)(=O)N1CCN(c2nc(-c3cccs3)nc3ccccc23)CC1 | -4% | /
CCc1ccc(NC(=O)CSc2nnc(-c3ccccc3)n2CC)cc1 | 12% | /
CC12C(=O)OC(=O)C1(C)C1CCC2O1 (stereo unspecified) | -64%[inhibitor] | /
CCCN1CNc2c(c(=O)[nH]c(=S)n2CCc2ccsc2)C1 | -1% | /
Clc1ccc(/C=C/c2ccnc3ccccc23)cc1 | -7% | /
O=C(NCCc1nc2ccccc2n1CCOc1ccc(Cl)cc1)C1CCCCC1 | 13% | /
Cc1ccc(S(=O)(=O)N2CCC(c3nc(-c4cccs4)nc4ccccc34)CC2)cc1 | -5% | /
O=C(NNc1c(Cl)cccc1Cl)c1sc2ccccc2c1Cl | -7% | /
CC[N+](CC)(CC)c1ccc(/C=C/c2ccc3ccccc3n2)cc1 | -67%[inhibitor] | /
CN(C)c1ccc(/C=C/c2ccc3cc(F)ccc3n2)cc1 | -17% | /
CNc1ccc(/C=C/c2ccnc3ccccc23)cc1 | -8% | /
O=C(OCCF)N1CCN(/[N+]([O-])=N/Oc2ccc([N+](=O)[O-])cc2[N+](=O)[O-])CC1 | -49%[inhibitor] | /
COc1ccc(N=c2nc(-c3ccccc3)n(-c3ccc(C)cc3)s2)cc1 | -26% | /
Oc1cccc2ccc[n+](CC(O)CBr)c12 (stereo unspecified) | -4% | /
C=C1C[C@@]23CC[C@H]4[C@@](C)(CCC[C@@]4(C)C(=O)OC4OC(CO)C(O)C(O)C4O)[C@@H]2CC[C@]1(OC1OC(CO)C(O)C(O)C1OC1OC(CO)C(O)C(O)C1O)C3 (stereo partly specified) | 3% | /
COc1ccc(CCn2c3c(c(=O)[nH]c2=S)CN(c2ccccc2)CN3)cc1OC | 1% | /
CC(=O)Nc1ccc(/C=C/c2ccncc2)cc1 | 4% | /
Nc1nc2c(nc(N3CCOCC3)n2COCCO)c(=O)[nH]1 | 0% | /
CC(=O)Nc1ccccc1NS(=O)(=O)c1ccccc1NO | 12% | /
Cc1ccc(NC(=O)c2nc(S(=O)(=O)Cc3ccccc3F)ncc2Cl)cc1C | -1% | /
CC(=O)C[n+]1cccc2cc(Cl)ccc21 | 7% | /
C(=C\c1c[nH]c2ccccc12)/c1ccc2ccccc2n1 | 12% | /
Clc1ccc(CNc2ncnc3nc[nH]c23)cc1 | 1%&0% | /
O=C1c2cc(S(=O)(=O)N3CCOCC3)ccc2-c2ccc(S(=O)(=O)N3CCOCC3)cc21 | -8% | /
O=S(=O)(c1ccc(F)cc1)N1CCN(c2nc(-c3cccs3)nc3ccccc23)CC1 | -6%&-1% | /
NC1C(N)C(N)C1N (stereo unspecified) | 2% | /
O=C(CNC(=O)c1ccccc1)OCC(=O)c1ccc2ccccc2c1 | 1% | /

Carrying on:
SMILES | aSyn rescue | GLP1R ag
O=C(O)c1ccc(B(O)O)cc1 | 5% | /
COc1ccc(/C=C/c2ccccn2)cc1OC | 2% | /
CC1(C)CC(=O)c2cc(C(=O)NCCc3ccccc3)c(=O)[nH]c2C1 | 0% | /
CN(C)c1ccc(C=C2C(=O)c3ccccc3C2=O)cc1 | -4% | /
COc1cc2nc(NC3CCN(C)CC3)nc(NC3CCN(C)CC3)c2cc1OC | 0% | /
COc1ccc(OC)c2c(/C=C/c3ccc(N(C)C)cc3)ccnc12 | ? | /
O=C(NCCCc1nc2ccccc2n1CCCCOc1ccccc1)C1CCCCC1 | ? | /
COc1ccccc1/C=C/c1cnccn1 | ? | /
O=C(Nc1c(Cl)cc([N+](=O)[O-])cc1Cl)c1cc(Cl)cc(Cl)c1O | -86%[inhibitor] | /
O=S(=O)(c1ccc(C(F)(F)F)cc1)N1CCN(c2nc(-c3cccs3)nc3ccccc23)CC1 | 0% | /
CN(Cc1ccccc1)c1ccc(/C=C/c2sc3ccccc3[n+]2C)cc1 | -3% | /
CCN(CCC(=O)O)c1ccc(/C=C/c2ccnc3ccccc23)cc1 | -29% | /
CS(=O)(=O)c1ccccc1NC(=O)COc1ccccc1C(=O)Nc1ccccc1 | -1% | /
C=C1NN(Cc2ccc(OC)cc2)C(=O)N1c1ccccc1 | 2% | /
NCCCN(Cc1ccc(Cl)c(Cl)c1)c1ccccn1 | -1% | /
Cc1ccccc1OCC(=O)NCC(=O)OCC(=O)c1ccc(F)cc1 | -1% | /
O=C(COc1ccc2ccccc2c1)Nc1ccc(O)c(-c2nc3ccccc3o2)c1 | -1% | /
CCCN1CNc2c(c(=O)[nH]c(=S)n2CCc2ccc(C)cc2)C1 | 5% | /
O=[N+]([O-])c1ccc2c(c1)C=C/C2=C\c1ccc(C=S)cc1 | ? | /
C(/Oc1ccccc1)=C1\Nn2c(nnc2-c2cc(-c3ccccc3)n[nH]2)S1 | 5%&0% | /
Nc1nc[nH]c(=O)c1N | -3% | /
O=S(=O)(Nc1cccc2ccccc12)c1cccc2ccccc12 | 12% | /
COc1cc2nc(N3CCCN(C)CC3)nc(N)c2cc1OC | -3% | /
CSc1n[nH]c(-c2ccco2)n1 | -1% | /
CCc1ccc2oc(-c3cc(NC(=O)COc4ccc(C)cc4)ccc3O)nc2c1 | -6% | /
COc1cc2c(NC3CCN(C)CC3)nc(N3CCCN(C)CC3)nc2cc1OCC1CCCNC1 (stereo unspecified) | ? | /
CN1C(=O)CC[C@H]1c1cccnc1 | -13% | /
CCCN1CNc2c(c(=O)[nH]c(=S)n2CCc2ccc3c(c2)OCCO3)C1 | 0% | /
Nc1nc(SCc2ccc([N+](=O)[O-])cc2)c2ncn([C@@H]3O[C@H](CO)[C@@H](O)[C@H]3O)c2n1 | 0% | /
Cc1ccc2c(C(=O)CNc3nccs3)c(C)[nH]c2c1 | -5% | /
CCCn1c(=O)c(C)cn2nc(N)nc12 | -1% | /
Brc1cccc[n+]1CCC[n+]1ccccc1Br | 1% | /
CC(C)NC(=O)COC(=O)CNC(=O)C1CCCCC1 | 0% | /
CC1(C)CCC(NC(=O)[C@@H](N)CCC(=O)O)CC1 | 1% | -5%
CCCCCCCC/C=C\CCCCCCCC(=O)NCc1ccc(O)c(OC)c1 | 2% | 5%
N[C@@H](Cc1cnc[nH]1)C(=O)O | 0% | 15%
COc1c(N2CCNC(C)C2)c(F)cc2c(=O)c(C(=O)O)cn(C3CC3)c12 (stereo unspecified) | 4% | -2%
O=C(O)CCc1nc(-c2ccccc2)c(-c2ccccc2)o1 | -56%[inhibitor] | 3%
OC(CN1CCC(Cc2ccc(F)cc2)CC1)c1ccc(Cl)cc1 (stereo unspecified) | 25% | 9%
Oc1ccc(O)cc1 | 1% | -5%
CC(O)C(O)[C@H]1CNc2nc(N)[nH]c(=O)c2N1 (stereo partly specified) | -11% | -5%

Only part of the results is shown; count on the stated rates, not on these rows.
